# CAL PDZ FP-1 = blocks peptide binding to human CAL PDZ domain; inhibition, % at 20 µM; 330,000 compounds, 0.02% hits; purified CAL PDZ, TMR-peptide fluorescence polarization, 1 h; Q9HD26; AID 504414;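 active = highest replicate inhibition of at least 40%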;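 note: plate controls were DMSO neutral control wells for no effect and unlabeled competitor peptide control wells for full effect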
#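 Read-out basis: mP drop reported as inhibition | Assay system: Tagged CAL PDZ protein CerCALP, purified | Benchmarks: Unlabelled peptide for full inhibition, DMSO wells as neutral | Schedule: 1 h incubation at room temperature before polarization reading | Buffer or medium: Sodium phosphate/NaCl buffer pH 7.4 with TCEP, IgG, Thesit | Doses: Single point, 20 µM | Measured by: Fluorescence polarization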
# cardiac RTF act = increases calcium sensitivity of human cardiac regulated thin filaments; AID 493008; activation, % at 7.2 µM; IANBD-labeled TnC RTF fluorescence at EC20 calcium; 0% EC20 calcium, 100% full calcium; 340,000 compounds, 0.24% hits;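 active = activation above the mean over all tested compounds plus 3 SD, cut at about 30% in these data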;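 note: rise in fluorescence read as greater calcium sensitivity of cardiac thin filaments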
# MITF TRPM1 HTS = increases MITF-driven TRPM1 promoter luciferase signal | SK-MEL-5 TRPM1-promoter luciferase, 24 h; % of positive control, neutral wells = 0 | activation, % at 12.5 µM | 300,000 compounds, 0.75% hits | AID 588334;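 active = mean activation of at least 80% with every replicate also reaching 80%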;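 note: 0% = neutral control wells and 100% = parthenolide positive control wells; values of inactives mirror those of a sister screen read the other way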
# CAL PDZ FP-2 = inhibitors of human CAL PDZ peptide binding; Q9HD26; purified CAL PDZ, TMR-peptide fluorescence polarization, 1 h; inhibition, % at 24.9 µM; 300,000 compounds, 0.92% hits; AID 602252;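 active = mean inhibition of at least 30% with at least half of replicates also reaching 30%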;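 note: 0% = DMSO neutral control and 100% = excess unlabeled competitor peptide PRC23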
# dFosB act = mouse delta FosB homodimer activation. activation, % at 25 µM. AID 493131. P13346. 340,000 compounds, 0.99% hits. purified delta FosB, TAMRA-CDK5 oligo fluorescence polarization; percent of positive-control signal above neutral wells;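 active = mean activation above about 17%, with every replicate also reaching it, limit read from the data, passing the limit was not always enough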;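 note: fluorescence polarization rise as delta FosB binds a TAMRA Cdk5 AP-1 oligo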
# Target sequence (P13346 whole entry, looked up): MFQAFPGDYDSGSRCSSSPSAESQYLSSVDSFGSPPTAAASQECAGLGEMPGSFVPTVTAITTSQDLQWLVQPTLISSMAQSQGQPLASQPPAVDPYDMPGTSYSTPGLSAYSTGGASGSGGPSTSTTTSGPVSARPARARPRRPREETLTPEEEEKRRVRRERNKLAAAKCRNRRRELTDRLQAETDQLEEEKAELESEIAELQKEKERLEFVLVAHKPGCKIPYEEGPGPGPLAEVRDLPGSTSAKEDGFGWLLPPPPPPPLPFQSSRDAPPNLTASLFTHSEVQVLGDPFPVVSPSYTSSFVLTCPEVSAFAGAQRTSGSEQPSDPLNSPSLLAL
# CDK5 inh = CDK5/p35 (human) kinase inhibition; Recombinant CDK5/p35, ADP-Glo luminescence, 60 min; inhibition, % at 10 µM; AID 488839; Q00535+Q15078; 330,000 compounds, 0.01% hits;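 active = highest replicate inhibition of at least 50% and at least 75% of replicates reaching 50%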;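 note: plate controls were DMSO neutral control for no effect and GW8510 at 10 µM for full effect; many of its hits are not listed in these tables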
# Tat transport = E. coli Tat transport inhibition; inhibition, % at 10 µM; 340,000 compounds, 0.036% hits; E. coli MC4100 TorA-mCherry Tat export, fluorescence;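 active = mean replicate inhibition at least 50% and at least half of replicates individually reaching 50%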;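 note: exported cargo escapes ClpAP degradation while cytoplasmic cargo is degraded and loses fluorescence; 0% = median of neutral control wells and 100% = median of NaSCN control wells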
# Rtt109 HAT inh = inhibitors of Candida albicans Rtt109/Vps75 histone acetyltransferase; purified Rtt109/Vps75, ThioGlo CoA-SH fluorescence, 4 h; inhibition, % at 34.9 µM; 330,000 compounds, 0.16% hits; AID 540336;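 active = inhibition of at least 50% in every replicate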
# Target sequence (Q5AAJ8 whole entry, looked up): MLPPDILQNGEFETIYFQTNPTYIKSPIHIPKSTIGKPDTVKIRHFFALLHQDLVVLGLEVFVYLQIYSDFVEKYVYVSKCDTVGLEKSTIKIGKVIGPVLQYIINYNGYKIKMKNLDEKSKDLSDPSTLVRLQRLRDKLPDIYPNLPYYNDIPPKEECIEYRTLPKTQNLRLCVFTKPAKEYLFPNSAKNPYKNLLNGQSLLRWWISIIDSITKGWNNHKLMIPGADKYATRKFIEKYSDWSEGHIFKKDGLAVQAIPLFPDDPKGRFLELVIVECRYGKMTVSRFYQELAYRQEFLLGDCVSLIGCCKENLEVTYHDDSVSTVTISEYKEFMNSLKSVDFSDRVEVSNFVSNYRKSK
# V-ATPase pHluor = alters yeast V-ATPase proton transport; 350,000 compounds, 0.37% hits; S. cerevisiae, pHLuorin cytosolic pH fluorescence; AID 504577; response, % at 10 µM; in the data active = response mostly above about 7.3%, no sharp cut-off; inactive = mostly below about 5.4%; note: actives read high; inactives centre near 0; some compounds called inactive have numbers as strong as hits
# Wnt bcat act = activators of Wnt/beta-catenin signaling; Wnt/beta-catenin reporter cell assay, activator, plate reader; activation, % at 9.35 µM; 300,000 compounds, 1.2% hits; AID 743398; in the data active = activation above about 30%, passing the limit was not always enough;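 note: 0% = neutral control wells and 100% = positive control wells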
# Numbers without * were called inactive; . = no result given.
SMILES,CAL PDZ FP-1,cardiac RTF act,MITF TRPM1 HTS,CAL PDZ FP-2,dFosB act,CDK5 inh,Tat transport,Rtt109 HAT inh,V-ATPase pHluor,Wnt bcat act
CC(C)(CNC(=O)CO/N=C1/C=C2CCC3C(C(O)C[C@@]4(C)C3CC[C@]4(O)C(=O)CO)[C@@]2(C)CC1)C(O)C(=O)O (some centres not stated),0.6,-2.0,6.1,-1.9,-7.3,0.1,8.2,.,2.8,1.3
Cc1c(CCOC(=O)c2cc([N+](=O)[O-])ccc2Cl)sc[n+]1CCCCS(=O)(=O)[O-],-0.6,2.7,-3.3,.,1.4,0.8,-2.3,12.5,1.8,-0.4
COc1ccc(C(=O)NCC23C=CC(O2)C2C(=O)N(Cc4ccccc4)C(=O)C23)cc1 (configuration not stated),-1.5,2.2,-1.8,-0.4,-7.4,-2.2,-9.0,-1.5,-0.3,.
CC1=CC(C)(C)N2C(=O)C(=O)c3cc(OC(=O)c4ccco4)cc1c32,-0.6,.,7.4,-0.6,-30.6,0.9,2.3,17.8,-0.2,-0.3
O=C(CNc1ccc(F)cc1)c1ccccc1,-2.2,-3.0,38.0,-1.9,-10.3,3.1,-0.2,4.9,2.8,15.1
COc1ccc(NC(=O)CCCNC(=O)Cn2cnc3sc4c(c3c2=O)CCCC4)c(OC)c1,-2.5,2.7,-12.6,0.0,-3.5,2.7,-4.0,0.7,.,1.8
CCCC(=O)Nc1c(-c2ccc(OC)cc2)c(=O)c2ccccc2n1C,.,2.1,-7.6,-3.5,-0.7,0.4,-2.8,-0.5,-3.3,.
COc1cccc(NC(=O)C2CC(=O)N(Cc3ccc(C)cc3)C2)c1 (configuration not stated),-2.1,-1.8,-9.4,-13.1,-4.1,1.0,0.1,3.0,-4.5,1.1
COCCN1CN(S(=O)(=O)c2ccc(Cl)cc2)c2nc3ccccc3nc21,-1.5,9.1,0.2,-2.9,-11.1,1.9,-2.2,7.5,1.5,.
CC(=O)Nc1ccc(S(=O)(=O)NCC2CCC(C(=O)NCCC3=CCCCC3)CC2)cc1 (configuration not stated),-0.5,-0.1,18.4,-2.2,62.8*,1.5,-0.1,0.7,2.3,3.0
O=C(Cn1cnc2ccccc2c1=O)NCCC(=O)Nc1ccc(F)cc1,-0.8,-5.8,0.3,-4.9,-2.9,2.1,3.8,0.9,-0.4,-1.2
CCOc1ccc(S(=O)(=O)N2CCOCC2)cc1NC(=O)CN1C(=O)NC2(CCCC2)C1=O,-2.4,7.2,-2.4,2.4,-4.4,-3.4,-1.0,5.1,1.4,2.0
CS(=O)(=O)c1ccc(C(=O)NNC(=O)c2ccccc2-n2cccc2)cc1,0.5,2.1,0.8,-0.7,-7.3,-1.9,-5.3,-2.2,5.0,1.1
COc1cccc(-c2nn(-c3ccccc3)cc2CN(C)Cc2c(C)nc3ccccn23)c1,-3.1,-2.0,4.2,-3.6,-6.3,0.3,2.3,-3.1,1.0,-3.3
O=C(COC(=O)C1CCCCC1)Nc1cccc(Br)c1,-0.5,1.5,-5.3,-9.1,-11.6,-1.1,0.3,-3.7,0.3,23.0
COc1ccc(-n2c(Cc3cccn3C)nnc2SCC(=O)N2CCCc3ccccc32)cc1,0.9,4.0,-4.0,.,-7.2,-0.1,-1.8,7.3,0.0,.
Cc1cc(C)n(-c2n[nH]c(C)c2[N+](=O)[O-])n1,-1.9,5.3,-10.9,-3.2,0.2,-1.2,5.1,-9.5,0.9,0.0
Cc1ncsc1CCC(=O)N1CCCC(Nc2ccc(F)c(F)c2)C1 (configuration not stated),0.9,-0.3,1.7,3.2,1.0,-0.2,-1.5,-6.1,7.0,-2.3
COc1ccc(NC(=O)c2ccc(NC(=O)COC(=O)CC(NC(=O)c3ccccc3Cl)c3ccccc3)cc2)cc1 (configuration not stated),0.3,-1.0,-0.5,-3.4,-1.3,0.2,-3.1,5.8,2.3,6.1
Nc1cc(-c2ccc(Br)cc2)nn1Cc1ccccc1,-0.3,4.5,11.0,-1.9,0.6,-0.3,4.9,-7.7,0.7,5.1
CC(C(=O)NCC1CCCCC1)N1CCc2ccccc2C1 (configuration not stated),-2.1,-1.9,-3.0,-3.4,-0.7,0.2,7.0,0.2,3.7,-1.3
CC(Sc1nc(N)cc(N)n1)C(=O)NCCC1=CCCCC1 (configuration not stated),0.4,2.8,3.8,15.5,-2.9,-0.7,2.7,12.8,1.2,0.3
Cc1nnc(SCC2=C(C(=O)O)N3C(=O)C(NC(=O)COc4ccccc4)C3SC2)s1 (configuration not stated),-1.4,2.8,6.1,.,-7.6,-2.1,-2.7,0.8,2.7,1.6
CC(NC(=O)c1cccs1)C(c1cccs1)N1CCN(c2ccccc2)CC1 (configuration not stated),-2.5,-17.9,-2.2,-2.1,-8.9,2.9,10.5,10.5,5.4,2.8
CC(=O)c1ccc(OCC(=O)NCc2ccc(F)cc2)cc1,-0.9,3.1,-9.3,-5.8,-3.3,-2.0,-12.0,.,-0.8,-1.1
COc1ccccc1OCCOc1ccc(C(=O)c2ccccc2)cc1,-2.8,7.5,4.0,0.5,-4.6,0.0,4.4,-4.8,-0.5,-2.0
CN1CCN(CCC(=O)Nc2ccc(Br)cc2)CC1,-0.3,2.2,-0.1,-5.8,-11.5,-3.0,-12.5,1.4,2.0,1.5
O=C(/C=C/c1cccs1)Nc1nncs1,-1.6,1.8,61.3,-4.4,-4.9,0.1,-2.6,-3.3,5.0,15.7
CCCCCCCc1c(O)nc(SCCN2CCOCC2)[nH]c1=O,-2.3,4.0,-9.9,-5.2,4.4,-0.3,7.0,-2.0,-1.3,0.0
CN1CCN(C(=O)C2CCCN(S(=O)(=O)c3ccc(F)cc3)C2)CC1 (configuration not stated),-1.1,-2.8,-4.2,-0.6,3.3,-2.4,0.4,-12.4,-2.0,-1.7
NC(=S)N=Nc1c(O)n(Cc2ccccc2)c2ccccc12,0.4,-10.3,-2.2,-0.2,-9.2,0.2,7.6,-14.0,-1.2,0.0
CCOC(=O)/C(=N/O)C1=NC(C)(C)Cc2cc(C)c(C)cc21,-1.3,2.1,-1.7,-0.7,-2.3,1.1,11.7,-1.2,0.9,-1.2
C/C(CCc1ccccc1)=N\NC(=O)CCc1ccccc1,-1.6,-0.1,8.0,0.7,-7.1,1.4,-4.1,5.0,0.0,.
CCOC(=O)CSC1=Nc2ccccc2C2=NC(CC(=O)NCc3cccs3)C(=O)N12 (configuration not stated),0.2,-7.9,4.9,-6.1,-2.4,0.2,2.9,3.6,4.3,.
CCc1c(C(=O)Nc2ncn(Cc3cccc(C)c3)n2)csc1C,-1.1,-5.1,-13.2,0.3,-4.0,-0.1,-2.6,11.3,3.1,.
COC(=O)c1ccc(N=C2SCC(=O)N2C)cc1,-2.1,-3.2,.,2.4,-6.1,1.0,3.1,-0.1,-0.7,6.0
O=C(CSc1nnc(Nc2ccccc2)s1)NCc1cccs1,-0.7,0.7,-11.7,-2.6,5.6,-0.7,0.0,-6.7,2.0,.
COCCN(C(=O)CNC(=O)c1ccco1)C(C(=O)NC1CCCCC1)c1cccnc1 (configuration not stated),-3.3,-1.8,1.6,11.6,2.4,-0.5,-3.8,3.3,2.2,-3.1
C=CCN1C(=O)/C(=c2\sc3nc(=O)c(Cc4ccccc4Cl)nn3c2=O)c2ccccc21,-0.5,8.2,.,.,-8.5,1.1,6.7,3.4,2.2,14.1
CCc1cccc(NC(=O)CCCCCC2NC(=O)NC2C)c1 (configuration not stated),-0.9,0.6,-6.7,2.4,-1.5,1.1,-0.5,-5.9,2.1,-2.6

# Single entries from the list:
# Result of CCOC(=O)/C(=N/O)C1=NC(C)(C)Cc2cc(C)c(C)cc21 under Rtt109 HAT inh: -1.2
# Result of COc1cccc(-c2nn(-c3ccccc3)cc2CN(C)Cc2c(C)nc3ccccn23)c1 under dFosB act: -6.3
# Result of O=C(Cn1cnc2ccccc2c1=O)NCCC(=O)Nc1ccc(F)cc1 under CAL PDZ FP-1: -0.8

# Next structures
SMILES,CAL PDZ FP-1,cardiac RTF act,MITF TRPM1 HTS,CAL PDZ FP-2,dFosB act,CDK5 inh,Tat transport,Rtt109 HAT inh,V-ATPase pHluor,Wnt bcat act
COc1ccc(C(=O)Nc2cc(C(F)(F)F)ccc2-n2cncn2)cc1,-1.5,-7.6,7.6,-5.5,0.2,-2.0,4.0,1.5,-0.5,.
CCC(CC)C1C(C#N)=C(N)Oc2n[nH]c(C)c21 (configuration not stated),-1.0,9.7,-16.1,.,-5.1,-0.6,6.3,-8.3,-1.4,-3.9
CC(C)(C)c1ccc(C(=O)N2CCC(C(=O)NC3CCCCCC3)CC2)cc1,-1.2,-5.1,19.3,.,-15.9,-0.2,10.8,29.8,-4.3,2.7
COc1ccc2cc(/C=N/NC(=O)c3ccc(CN(c4cccc(Cl)c4Cl)S(C)(=O)=O)cc3)c(Cl)nc2c1,-1.5,0.2,-20.0,.,46.0*,0.2,2.6,1.8,4.5,3.5
Fc1cccc(CSc2ccc(-c3ccc4c(c3)OCO4)nn2)c1,-1.7,-3.5,41.6,-1.9,-6.5,1.9,-4.3,8.6,0.5,-0.6
Cn1c(/C(C#N)=C(\O)c2cccc(F)c2)nc2ccccc21,-0.4,6.3,2.3,.,4.0,0.7,1.0,-12.9,2.8,5.3
O=C(COC(=O)Cc1c[nH]c2ccccc12)Nc1cccc2ccccc12,-0.6,-3.1,10.5,-7.3,-6.0,1.8,9.3,2.6,-1.6,-0.2
O=C(NO)c1ccccc1C(F)(F)F,-1.4,9.7,-4.4,.,-3.3,0.3,-2.0,-3.4,-3.2,9.7
Cc1nn(Cc2ccc(Cl)cc2)c2sc(C(=O)O)cc12,-0.5,.,-12.4,-5.5,2.4,-0.5,-0.6,3.9,2.3,-0.5
COc1ccc(CN2CC(C(=O)NCCN3CCN(c4ccccc4F)CC3)CC2=O)cc1 (configuration not stated),-0.2,-6.6,-10.5,-1.8,-0.6,-0.1,-5.4,-11.1,-1.1,-0.6
CC1CCCN(c2nc(N(C)c3ccccc3)nc(N)c2[N+](=O)[O-])C1 (configuration not stated),-0.3,-3.5,12.6,-5.9,-13.2,-0.8,8.3,11.2,0.2,23.7
CC1CCc2c(sc(NC(=O)CSc3ncn[nH]3)c2C#N)C1 (configuration not stated),-1.6,4.5,.,0.5,-5.8,-0.6,-2.6,1.0,2.6,-10.2
Clc1ccc(-c2nnc3n2CCCS3)cc1,-0.2,5.2,3.4,-0.6,0.5,-0.6,-0.8,-1.2,-0.2,-2.7
CSCC[C@H](NC(=O)[C@H](Cc1ccccc1)n1c(=O)[nH]c2ccccc2c1=O)C(=O)N[C@@H](Cc1ccccc1)C(=O)O,-0.9,3.6,.,1.0,4.1,0.3,-5.4,1.2,0.5,-1.9

# Bioassay records as filed in PubChem.
